Assay outcomes: PubChem, National Center for Advancing Translational Sciences (NCATS)
APE1 inh: APE1 (human) endonuclease inhibition | recombinant APE1, TAMRA/BHQ-2 abasic DNA cleavage fluorescence | Potency, µM (top dose mostly 65.8 µM), for inactives: top-dose activity change, negative = inhibition, hits mostly inhibitors | P27695 | 350,000 compounds, 0.35% hits | AID 2517;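 also: plate controls were vehicle for no effect and reference inhibitor for full effect; nearly all actives have a fitted effect of over 55% in size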
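Measures dequenching upon AP-site incision of a 5'-TAMRA/3'-BHQ-2 THF-containing duplex, 50 nM; human APE1 0.75 nM after 15 min room-temperature exposure to compound; kinetic three-point read at one-minute spacing.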
POLB inh: blocks human DNA polymerase beta activity; Pol beta primer extension/strand displacement, fluorescence kinetic; Potency, µM (top dose mostly 114 µM), without a hit: at the top dose activity change, negative = inhibition, hits mostly inhibitors; 340,000 compounds, 1.3% hits; also: % is scaled to controls: 0 for no effect and ±100 for the full control effect
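Human Pol beta at 10 nM; strand-displacement substrate 50 nM final. Compound exposure 15 min at room temperature before start, reaction 10 min at room temperature.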
JMJD2A Tudor: JMJD2A Tudor domain (human) inhibition | O75164 | AlphaScreen JMJD2A-Tudor / H3K4me3 peptide binding | Potency, µM (top dose mostly 114 µM), without a hit: at the highest dose activity change, negative = inhibition, actives largely listed as inhibitors | 390,000 compounds, 4.4% hits; also: % is scaled to controls: 0 for no effect and ±100 for the full control effect; nearly all actives have a fitted effect of over 50% in size
G9a block: G9a (human) methyltransferase inhibition; G9a H3K9 monomethylation, AlphaScreen, 2 h; Potency, µM (top dose mostly 102 µM), for the others: top-dose activity, negative = inhibition, actives largely listed as inhibitors; 350,000 compounds, 8.8% hits; AID 504332; also: % is scaled to controls: 0 for no effect and ±100 for the full control effect; nearly all actives have a fitted effect of over 75% in size
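Compounds were preincubated with 20 nM G9a for 15 min, after which biotinylated H3K9 peptide (500 nM) and SAM (20 uM) started a 2 h room-temperature reaction. Monomethylated product was quantified by antibody-based AlphaScreen chemiluminescence.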
BLM helicase inh: blocks DNA unwinding by human BLM helicase | AID 2528 | recombinant BLM DNA unwinding, fluorescence dequenching | 350,000 compounds, 0.2% hits | Potency, µM (series often up to 56.1 µM), for the others: at the highest dose activity change, negative = inhibition, usual class: inhibitors | P54132;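 also: plate controls were vehicle for no effect and no enzyme for full effect; nearly all actives have a fitted effect of over 35% in size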
BAZ2B inh: BAZ2B (human) inhibition. AlphaScreen BAZ2B-H3K14Ac peptide displacement. 360,000 compounds, 4.4% hits. Q9UIF8. Potency, µM (top dose mostly 114 µM), for the others: at the top dose activity change, negative = inhibition, most hits filed as inhibitors; also: % is scaled to controls: 0 for no effect and ±100 for the full control effect; nearly all actives have a fitted effect of over 60% in size
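Compounds, titrated to a top concentration of 110 uM, were incubated 30 min at room temperature with preformed BAZ2B/acetyl-K14 H3 peptide complex (50 nM each). Proximity signal was measured by AlphaScreen after 20 min with beads.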
Pol iota inh: inhibitors of human DNA polymerase iota; 390,000 compounds, 1% hits; Potency, µM (top dose mostly 115 µM), inactives show at the top dose activity, negative = inhibition, most hits filed as inhibitors; Q9UNA4; Pol iota fluorescent replication assay, 10 min
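Pol iota at 10 nM preincubated 15 min with compounds at room temperature; reaction started with fluorescent substrate, 50 nM final. Fluorescence read kinetically at 0 and 10 min; buffer-only wells as negative control.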
POLH inh: blocks human DNA polymerase eta activity; Q9Y253; recombinant Pol eta, fluorescent DNA replication assay; Potency, µM (titrated, usually from 114 µM), inactives show top-dose activity change, negative = inhibition, most hits filed as inhibitors; 390,000 compounds, 1.2% hits; also: % is scaled to controls: 0 for no effect and ±100 for the full control effect
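Pol eta (10 nM) was preincubated with compounds for 15 min at room temperature, after which fluorescent replication substrate (50 nM final) was added to start the reaction. Fluorescence was read kinetically at 0 and 10 min.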
Pol kappa inh: DNA polymerase kappa (human) inhibition. Q9UBT6. purified Pol kappa, fluorescent DNA synthesis assay, 10 min. Potency, µM (series often up to 107 µM), without a hit: top-dose activity, negative = inhibition, usual class: inhibitors. 400,000 compounds, 0.53% hits. AID 588579; also: % is scaled to controls: 0 for no effect and ±100 for the full control effect
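Here, compound and 10 nM enzyme are combined for 15 min at room temperature; adding 50 nM substrate (final) starts DNA synthesis, tracked by fluorescence at 0 and 10 min against buffer-only wells.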
Numbers without * were called inactive; ? = inconclusive; . = no result given; [ ] = dose if it differs, or a comment. Calls follow the shape of the dose curve; as a rule, active = well fitted curve in the direction sought with a large enough effect; inconclusive = small, poorly fitted or top-dose-only effect, or another doubt; inactive = no such curve, though single readings can be large; an effect the other way counts as inactive or inconclusive. Potency is read from the fitted curve at half-maximal effect.

1. COc1ccc(S(N)(=O)=O)cc1C(=O)OCC(=O)NC(C)(C#N)C1CC1 (stereo unspecified)
2. COc1ccccc1OCc1csc(NC(=O)c2ccco2)n1
3. O=C1c2ccccc2C(=O)N1CCSc1ccccc1
4. COc1ccc(N(Cc2cc3cccc(C)c3[nH]c2=O)C(=O)C2CCCO2)cc1 (stereo unspecified)
5. Cc1cc(OC(=O)c2ccc(Cl)cc2)cc(=O)n1C

Compound,1,2,3,4,5
APE1 inh,29%,1%,-1%,3%,1%
POLB inh,.,23%,-17%,8%,-2%
JMJD2A Tudor,-3%,-2%,32%,-4%,?
G9a block,19%[59 µM],-34%[59 µM],66%[activator],21%,33%[12.7 µM]
BLM helicase inh,.,-2%,-4%,-5%,-5%
BAZ2B inh,6%,-6%,53%[activator],20%,1%
Pol iota inh,16%,7%,52%,32%,-5%
POLH inh,-8%,2%,-10%,-2%,-5%
Pol kappa inh,-3%,-13%,-24%,9%,-4%

Two compounds drawn at random from those above, as already listed:
5. Cc1cc(OC(=O)c2ccc(Cl)cc2)cc(=O)n1C
3. O=C1c2ccccc2C(=O)N1CCSc1ccccc1

Compound,5,3
APE1 inh,1%,-1%
POLB inh,-2%,-17%
JMJD2A Tudor,?,32%
G9a block,33%[12.7 µM],66%[activator]
BLM helicase inh,-5%,-4%
BAZ2B inh,1%,53%[activator]
Pol iota inh,-5%,52%
POLH inh,-5%,-10%
Pol kappa inh,-4%,-24%

More results follow.
6. CCN(CC)C(=O)c1[nH]cnc1C(=O)Nc1cccc(Cl)c1
7. Cc1csc(SCC(=O)Nc2cc([N+](=O)[O-])ccc2F)n1
8. O=C(NC1CCCCCC1)c1cc(S(=O)(=O)N2CCOCC2)ccc1F
9. O=C(Nc1ccc(S(=O)(=O)Nc2nccs2)cc1)c1ccc(F)c(S(=O)(=O)N2CCOCC2)c1
10. COC(=O)c1ccsc1NC(=O)CN1C(=O)CCC1=O

Compound,6,7,8,9,10
APE1 inh,-3%,-15%,60%[activator],-1%,10%
POLB inh,.,.,-7%,1%,39%
JMJD2A Tudor,-31%,-20%,2%,-4%,-11%
G9a block,-4%[0.501 µM],32%[12.7 µM],-1%,?,-5%[59 µM]
BLM helicase inh,.,.,1%,-8%,-5%
BAZ2B inh,-5%,3%,-3%,-26%,-1%
Pol iota inh,6%,22%,27%,-22%,9%
POLH inh,-8%,-15%,-10%,?,-4%
Pol kappa inh,7%,-1%,-6%,-4%,-5%

4 consecutive entries out of the list so far, quoted:
4. COc1ccc(N(Cc2cc3cccc(C)c3[nH]c2=O)C(=O)C2CCCO2)cc1 (stereo unspecified)
5. Cc1cc(OC(=O)c2ccc(Cl)cc2)cc(=O)n1C
6. CCN(CC)C(=O)c1[nH]cnc1C(=O)Nc1cccc(Cl)c1
7. Cc1csc(SCC(=O)Nc2cc([N+](=O)[O-])ccc2F)n1

Compound,4,5,6,7
APE1 inh,3%,1%,-3%,-15%
POLB inh,8%,-2%,.,.
JMJD2A Tudor,-4%,?,-31%,-20%
G9a block,21%,33%[12.7 µM],-4%[0.501 µM],32%[12.7 µM]
BLM helicase inh,-5%,-5%,.,.
BAZ2B inh,20%,1%,-5%,3%
Pol iota inh,32%,-5%,6%,22%
POLH inh,-2%,-5%,-8%,-15%
Pol kappa inh,9%,-4%,7%,-1%

The listing continues:
11. CCc1nc(N[C@@H](Cc2c[nH]c3ccccc23)C(=O)O)c2oc3ccccc3c2n1
12. O=S(=O)(Nc1nc2ccccc2nc1N1CCN(CCO)CC1)c1cc(F)ccc1F
13. COc1ccc2c(C(=O)CN3CCSCC3)c[nH]c2c1
14. O=C(O)CSCC(=O)Nc1ccc(Cl)cc1C(F)(F)F
15. CNc1snc(C)c1C(=O)OC(C)C(=O)Nc1ccc(F)cc1 (stereo unspecified)

Compound,11,12,13,14,15
APE1 inh,-4%,11%,5%,3%,53%[activator]
POLB inh,2%,.,1%,80%,.
JMJD2A Tudor,-20%,-5%,-25%,-10%,-13%
G9a block,-38%[12.7 µM],7.1µM*,-6%,7%,-6%[12.7 µM]
BLM helicase inh,-2%,.,2%,0%,.
BAZ2B inh,?,18%,8%,-18%,-2%
Pol iota inh,3%,-25%,31%[activator],24%,2%
POLH inh,-10%,-5%,-17%,-4%,0%
Pol kappa inh,-11%,1%,2%,-9%,3%

16. O=CNC(n1cnc2c(N3CCOCC3)ncnc21)C(Cl)(Cl)Cl (stereo unspecified)
17. Cc1nn(CC(=O)N(C)C2(C#N)CCCCC2)c(C)c1[N+](=O)[O-]
18. Cc1ccc2c(c1)C1(C(=O)N2)N2CCCC2C(C(=O)c2ccc3ccccc3c2)C12C(=O)Nc1ccccc12 (stereo unspecified)
19. Cc1cc(OCC(=O)c2ccc(C(F)(F)F)cc2)n2cnnc2n1
20. CCOC(=O)CSc1nc(N)c(C#N)c(-c2ccc(OC)cc2)c1C#N

Compound,16,17,18,19,20
APE1 inh,10%,-8%,-9%,?,15%
POLB inh,39%,.,4%,43%,1%
JMJD2A Tudor,-16%,-11%,50µM*,-2%,6%
G9a block,.,14%[12.7 µM],?,.,50µM*
BLM helicase inh,-1%,.,-11%,-1%,-4%
BAZ2B inh,5%,-4%,?,2%,7%
Pol iota inh,29%,5%,51%[activator],-7%[58.9 µM],33%[activator]
POLH inh,-11%,-2%,-16%,-4%,4%
Pol kappa inh,17%,-20%,-18%,0%,-6%

21. COc1ccc2[nH]cc(C(=O)C(=O)N3CCCCC3)c2c1
22. COc1cccc(OCCSc2nc3ccccc3n2CC(=O)N2CCOCC2)c1
23. CCCN1C(=O)C(Cc2nc3ccccc3c(=O)n2-c2ccccc2)c2ccccc21 (stereo unspecified)
24. CCOC(=O)COn1c(=O)c(-c2ccco2)[n+]([O-])c2ccccc21
25. CC(CC(=O)NNC(=O)c1ccncc1)c1ccccc1 (stereo unspecified)

Compound,21,22,23,24,25
APE1 inh,1%,.,-7%,-5%,1%
POLB inh,23%,13%,24%,-4%,.
JMJD2A Tudor,-12%,-26%,-11%[57.1 µM],-22%,-10%
G9a block,-9%[12.7 µM],?,19%[59 µM],10µM*,-4%
BLM helicase inh,0%,0%,-7%,-8%,.
BAZ2B inh,4%,-32%,-38%,?,-6%
Pol iota inh,25%,3%,7%,28%,47%[activator]
POLH inh,-13%,-8%,-18%,?,-14%
Pol kappa inh,18%,5%,-11%,-13%,-3%

26. N#CNC(=Nc1cccc(F)c1)SCc1ccccc1
27. CCCCOc1ccc(N2CC(C(=O)NCCc3ccc(OC)c(OC)c3)CC2=O)cc1 (stereo unspecified)
28. CCOC(=O)C(C(=O)OCC)C(C[N+](=O)[O-])c1ccccc1 (stereo unspecified)
29. O=C(O)Cc1ccc(C(=O)CSc2ccccc2)s1
30. COc1ccccc1/C=C/CN1CCC(Oc2ccc(C(=O)N3CCCCC3)cc2)CC1

Compound,26,27,28,29,30
APE1 inh,1%,5%,-3%,?,4%
POLB inh,2%,3%,19%,16µM*,28%
JMJD2A Tudor,-23%,-14%,-3%,56µM*,?
G9a block,-9%,10%[59 µM],8%,56µM*,.
BLM helicase inh,-3%,-1%,-8%,-30%,-5%
BAZ2B inh,-3%,-9%,4%,50µM*,?
Pol iota inh,?,19%,8%,25µM*,12%
POLH inh,-6%,-1%,-6%,20µM*,-1%
Pol kappa inh,-20%,-4%,2%,?,-4%

31. COCCn1c(SCC(=O)N2CCCc3ccccc32)nc2cccnc21
32. CCc1nn(CC(=O)NCCN2CCOCC2)c(=O)c2cc3c(OC)cccc3n12
33. COc1ccc(CCNC(=O)Cc2cc(OCc3ccccc3)c(OC)cc2[N+](=O)[O-])cc1OC
34. Cc1cc(=O)[nH]c(SCc2nnc(-c3ccccc3)o2)n1
35. Cc1ccc(C)c(-n2ccnc2SCC(=O)c2c(N)n(C3CC3)c(=O)[nH]c2=O)c1

Compound,31,32,33,34,35
APE1 inh,-4%,-13%,-6%,-3%,-8%
POLB inh,3%,9%,7%,-7%,.
JMJD2A Tudor,-13%,-16%,-19%,-4%,-4%
G9a block,-12%[12.7 µM],8%,-31%[59 µM],7.9µM*,-7%[2.33 µM]
BLM helicase inh,-1%,4%,-4%,-2%,.
BAZ2B inh,-4%,-3%[57.1 µM],0%,2%,-2%
Pol iota inh,1%,-3%,11%,1%,?
POLH inh,10%,5%,2%,-10%,6%
Pol kappa inh,-9%,-10%,-10%,-8%,-10%

36. CC(=O)Nc1ccc(S(=O)(=O)Nc2cccc(-n3cnnn3)c2)cc1
37. Cc1nn(-c2ccc(F)cc2F)c2c1-c1nc(N3CCCC3)ncc1CC2
38. Cc1ccc(C(=O)/C=C/Nc2cccc([N+](=O)[O-])c2)o1
39. CCCOc1cccc(C2C(C(=O)c3ccco3)=C(O)C(=O)N2CCCn2ccnc2)c1 (stereo unspecified)
40. Cc1c(/C=N/NC(=O)c2cccnc2)c2ccccn2c1C(=O)c1ccc(F)cc1

Compound,36,37,38,39,40
APE1 inh,28%,-3%,2%,67%[activator],-1%
POLB inh,30%,4%,18%,36%,?
JMJD2A Tudor,-12%,-14%,-35%,0%,.
G9a block,-7%,-5%,-19%[59 µM],?,31%[59 µM]
BLM helicase inh,-1%,-4%,-2%,1%,-6%
BAZ2B inh,-13%,6%,-32%,-26%,-4%
Pol iota inh,38%[activator],4%,15%,-15%,.
POLH inh,-3%,-10%,-9%,-14%,.
Pol kappa inh,-2%,1%,-7%,2%,.

Limited to BLM helicase inh, BAZ2B inh and G9a block, for 5 of the compounds above:
no. | Molecule | BLM helicase inh | BAZ2B inh | G9a block
24 | CCOC(=O)COn1c(=O)c(-c2ccco2)[n+]([O-])c2ccccc21 | -8% | ? | 10µM*
25 | CC(CC(=O)NNC(=O)c1ccncc1)c1ccccc1 (stereo unspecified) | . | -6% | -4%
26 | N#CNC(=Nc1cccc(F)c1)SCc1ccccc1 | -3% | -3% | -9%
27 | CCCCOc1ccc(N2CC(C(=O)NCCc3ccc(OC)c(OC)c3)CC2=O)cc1 (stereo unspecified) | -1% | -9% | 10%[59 µM]
28 | CCOC(=O)C(C(=O)OCC)C(C[N+](=O)[O-])c1ccccc1 (stereo unspecified) | -8% | 4% | 8%

Some of the compounds tested, so the mix of outcomes need not match the whole.
